# High-throughput results as filed in PubChem.
# CHO-K1 Ca antag = M1 antagonist counterscreen hit in parental CHO-K1 cells | inhibition, % at 3 µM | ATP-induced calcium, Fluo-8 fluorescence | actives 0.6% (n = 360,000);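 active means inhibition above a per-plate cutoff, the plate's mean sample inhibition plus 3 SD, cut at about 24% in these data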;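 further: 0% = DMSO plus EC80 ATP and 100% = DMSO alone without ATP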
# CHRM1 antagonist = human M1 muscarinic receptor antagonists, primary screen, CHO-K1 cells, Fluo-8 calcium fluorescence, 1536-well. actives 1.3% (n = 360,000). CHO-K1 hM1, ACh EC80 antagonist. inhibition, % at 3 µM;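 active means percent inhibition above its own plate's cutoff, namely the mean of that plate's compound wells plus 3 SD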;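 further: peak over basal fluorescence ratio during 140 s after agonist addition; 0% = ACh EC80 plus DMSO and 100% = DMSO alone without agonist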
# Target sequence (P11229 whole entry, looked up): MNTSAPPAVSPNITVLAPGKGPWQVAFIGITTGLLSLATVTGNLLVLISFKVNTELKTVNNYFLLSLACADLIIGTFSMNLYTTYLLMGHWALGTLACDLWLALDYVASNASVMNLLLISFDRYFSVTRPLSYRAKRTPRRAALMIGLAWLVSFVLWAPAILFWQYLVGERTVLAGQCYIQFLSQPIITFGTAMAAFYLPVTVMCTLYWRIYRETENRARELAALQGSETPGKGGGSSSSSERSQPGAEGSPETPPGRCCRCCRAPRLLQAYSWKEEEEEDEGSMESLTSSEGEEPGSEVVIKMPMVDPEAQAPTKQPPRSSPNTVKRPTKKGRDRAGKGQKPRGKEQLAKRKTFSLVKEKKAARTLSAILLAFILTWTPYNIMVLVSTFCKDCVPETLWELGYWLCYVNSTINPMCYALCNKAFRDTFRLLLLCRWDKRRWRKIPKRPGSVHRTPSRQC
# TAAR1 antag = human TAAR1 antagonists, primary screen, Fluo-8 calcium fluorescence, CHO RD-HGA16 cells; AID 624466, 2012; actives 1.5% (n = 360,000); inhibition, % at 3 µM; antagonist; Trace amine-associated receptor 1 (Homo sapiens), Q96RJ0;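 active means inhibition above a per-plate cutoff, the mean inhibition of test compounds on that plate plus 3 SD, cut at about 49% in these data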;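 further: 0% = DMSO plus EC80 beta-PEA response and 100% = DMSO alone without agonist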
# Target sequence (Q96RJ0 whole entry, looked up): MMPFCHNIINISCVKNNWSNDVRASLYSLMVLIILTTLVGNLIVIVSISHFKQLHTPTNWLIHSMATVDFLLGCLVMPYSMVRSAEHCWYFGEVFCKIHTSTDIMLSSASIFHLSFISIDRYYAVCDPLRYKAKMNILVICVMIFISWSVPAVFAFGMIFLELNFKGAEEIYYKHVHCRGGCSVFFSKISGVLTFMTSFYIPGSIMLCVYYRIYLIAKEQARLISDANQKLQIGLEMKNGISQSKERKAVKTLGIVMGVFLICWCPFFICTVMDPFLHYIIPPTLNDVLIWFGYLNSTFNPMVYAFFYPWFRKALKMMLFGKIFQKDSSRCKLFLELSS
#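 Test system: hTAAR1-expressing CHO RD-HGA16 cells, Gα16-coupled; Probe or stimulus: EC80 β-phenethylamine stimulus; Compound dosing: single nominal final test compound concentration of 3 µM; Timing: 140 s kinetic read after compound, 140 s after agonist; Signal: Fluo-8 calcium-sensitive fluorescence; Measure: % inhibition of agonist calcium response; Controls: DMSO and EC80 PEA controls.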
# CHO parental Ca = ATP-evoked calcium signal inhibitors, parental CHO, primary screen, counter-screen for OX1R antagonist project, cell-based, fluorescence, Fluo-8 calcium dye | inhibition, % at 5.6 µM | AID 463079, 2010 | actives 0.63% (n = 330,000) | parental CHO-K1, ATP-induced calcium, Fluo-8 fluorescence;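 active means inhibition above that plate's mean sample inhibition plus 3 SD, cut at about 26% in these data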;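 further: 0% = ATP-challenged DMSO wells and 100% = DMSO wells without ATP; some compounds past the cut are filed as inactive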
#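 Assay system – parental CHO cells · Reagent – ATP stimulus · Detection – intracellular calcium via Fluo-8 no-wash fluorescent dye · Evaluation – percent inhibition of ATP-evoked calcium rise, normalized to controls · Controls – ATP wells versus no-ATP DMSO wells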
# TAAR1 agonist = human TAAR1 agonists, primary screen, Fluo-8 calcium fluorescence, CHO RD-HGA16 cells; vehicle wells 0%, saturating PEA agonist 100%; activation, % at 3 µM; actives 0.99% (n = 360,000);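 active means activation above the mean activation of all test compounds in the run plus 3 SD, cut at about 38% in these data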
#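 System: CHO-derived RD-HGA16 cells with stable Gα16 and human TAAR1 / Times: 17-24 h plating, Fluo-8 75 min 37 °C, 30 min RT / Technique: calcium-sensitive Fluo-8 signal, excitation 470-495, emission 515-575 nm / Measure: % activation relative to PEA EC100 response / Benchmarks: DMSO and PEA EC100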
# M1 ag = human M1 muscarinic receptor agonists, primary screen, Fluo-8 calcium fluorescence, CHO-K1 cells, HTS. Muscarinic acetylcholine receptor M1 (Homo sapiens), P11229. CHO-K1 hM1, agonist mode; 0% DMSO, 100% acetylcholine EC100. activation, % at 3 µM. actives 0.33% (n = 360,000). AID 588814, 2011;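 active means activation above the run's mean compound activation plus 3 SD, cut at about 16% in these data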;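 further: peak over basal fluorescence ratio within a 140 s kinetic read after compound addition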
# M1 PAM parental = nonselective calcium activators in parental CHO-K1 cells, primary screen, counter-screen for M1 PAM project, cell-based, Fluo-8 calcium fluorescence, full deck, 1536-well; ATP EC20; 0% at ATP EC20, 100% at ATP max; activation, % at 3 µM; actives 0.02% (n = 360,000);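 active means activation above the run cutoff, the mean activation of all test compounds plus 3 SD, cut at about 40% in these data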;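 further: peak over basal fluorescence ratio in a 140 s read after ATP addition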
# M1 PAM = human M1 muscarinic receptor positive allosteric modulators, primary screen, CHO-K1 cells, Fluo-8 calcium fluorescence, 1536-well; actives 0.088% (n = 360,000); activation, % at 3 µM; AID 588819, 2011; Muscarinic acetylcholine receptor M1 (Homo sapiens), P11229; CHO-K1 hM1, ACh EC20; 0% = ACh EC20, 100% = maximal ACh; in the data active means activation above about 19%, passing the limit was not always enough
# CHO-K1 Ca ag = counter-screen for M1 agonists: effect in parental CHO-K1 cells | actives 0.48% (n = 360,000) | activation, % at 3 µM | Fluo-8 calcium fluorescence; scaled to maximal ATP response, vehicle zero | AID 602248, 2012; in the data active means activation above about 15%;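 further: untransfected CHO-K1 host cells lacking M1 receptor as counterscreen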
# An asterisk follows results filed as active; . = not tested or not shown.
canonical_smiles	CHO-K1 Ca antag	CHRM1 antagonist	TAAR1 antag	CHO parental Ca	TAAR1 agonist	M1 ag	M1 PAM parental	M1 PAM	CHO-K1 Ca ag
O=C(NCc1cccnc1)C(=O)NCC1CCCO1 (stereo not given)	3	2	-2	-7	1	-4	12	-2	0.5
O=C(CN1CCN(S(=O)(=O)c2ccc3ccccc3c2)CC1)Nc1ccc2c(c1)CCC2	-7	-8	-3	-15	-3	-5	-5	2	0.2
CS(=O)(=O)N(CC(=O)N1CCc2ccccc2C1)Cc1ccc(Cl)cc1	-15	-3	-16	-5	21	-7	5	3	1.8
O=C(Nc1cccnc1)c1cc(-c2ccc(F)cc2)on1	-2	-12	-16	-2	2	-1	0	5	0.2
O=C(O)C(Cc1ccccc1)n1cnnn1 (stereo not given)	4	-20	-8	13	2	0	11	5	0.1
COc1ccc(NC(=O)CSc2nc(C(C)C)nc3c2c(=O)n(C)c(=O)n3C)c(OC)c1	7	-7	-26	-11	7	-1	-23	1	-0.2
COc1ccccc1OCC(=O)Nc1cc(C)ccc1NC(=O)c1ccco1	-4	-14	-5	-12	2	-1	2	13	2.7
CC(OC(=O)c1ccccc1)C(=O)NCCC1=CCCCC1 (stereo not given)	-22	-4	-22	-7	8	-5	11	4	0.3
CSc1ccccc1NC(=O)c1ccc([N+](=O)[O-])cc1	-16	1	2	4	4	-5	28	1	0.3
CCOC(=O)/C=C/C(=O)OCC(=O)Nc1c(Cl)cccc1Cl	-12	-1	-8	4	4	-3	19	1	0.8
COCCNCCOc1ccc(C)cc1[N+](=O)[O-]	-1	-1	-24	3	1	-8	8	4	4.6
Cc1ccsc1C(=O)N(CC(C)C)c1c(N)n(Cc2ccccc2)c(=O)[nH]c1=O	0	-2	-15	-13	0	-1	-2	-2	-0.3
COC(=O)N1C(=O)[C@@](c2ccccc2)(C2CCCC2)N1C(=O)OC	0	-5	.	-9	.	-4	7	7	-0.6
O=C(COc1ccccc1)Nc1cc(S(=O)(=O)N2CCOCC2)ccc1N1CCCC1	-15	-1	7	-8	8	-5	13	4	0.0
COc1ccc(-n2cc(C(=O)Nc3cc([N+](=O)[O-])ccc3OC)c3ccccc3c2=O)cc1	1	3	9	-17	2	-8	20	4	0.2
C/C=C/c1ccc(OCCCNC(C)CC)c(OC)c1 (stereo not given)	-11	-6	-6	-4	3	-3	9	3	-0.3
CCCCNC(=O)CS(=O)Cc1nc(-c2cccc(C)c2)oc1C (stereo not given)	-3	-9	-1	-17	0	-4	7	0	-0.2
CCOC(=O)c1ccccc1NC(=O)CSc1nc2ccccc2n1CC(=O)N1CCCC1	-17	-1	15	-26	7	-1	-2	-2	2.3
COc1ccc(CCNC(=O)c2ccc3c(c2)OCO3)cc1	-9	-7	-9	-7	1	2	5	11	2.6
O=S(=O)(c1ccc(-c2ccccn2)s1)N1CCC2(CC1)OCCO2	1	-10	-27	-10	6	-1	7	7	1.2
COCCNC(=O)C1(C)CCN(C(=O)c2ccc(OC)c(F)c2)C1 (stereo not given)	14	0	-24	.	2	-3	-12	1	-0.1
C=CC1=CCN(S(=O)C(C)(C)C)[C@H]1CCO (stereo not given in full)	-3	-6	-10	.	0	-1	-6	3	0.1
CCOC(=O)c1[nH]c2ccccc2c1NC(=O)C1CCCCC1	-20	-9	-6	-10	6	0	12	15	1.0
N#Cc1ccc(OCC(=O)Nc2ccncc2)cc1	-12	-5	0	3	-2	-2	-14	3	1.1
CCN(CC)CCNC(=O)c1ccc(NC(=O)c2ccc(S(=O)(=O)N(C)c3ccccc3OC)cc2)cc1	-11	41*	-4	.	2	-8	-5	-21	0.9
O=C(Nc1ccc2oc(-c3ccccc3Cl)nc2c1)c1cncc(Br)c1	-2	-11	-2	-12	5	-3	25	13	0.1
COc1cc(C2C(C(C)=O)=C(O)C(=O)N2CCN(C)C)ccc1O (stereo not given)	-7	-11	10	-7	4	-2	7	4	0.2
CCOC(=O)NCc1ccc(Cl)c(Cl)c1	10	-7	-3	-6	-1	0	-3	6	-0.3
O=C(CO/N=C/c1ccc(OC(F)F)cc1)NCc1ccc(F)cc1	-15	-10	8	-15	4	2	11	7	1.4
COc1ccccc1OCCC(=O)OCC(=O)NCc1ccc(Cl)cc1	-2	-2	-24	4	-2	-2	9	4	0.0
Cc1cc(C)n(CC(=O)N/N=C/c2cccc([N+](=O)[O-])c2)n1	4	2	-2	19	0	-1	6	8	-0.5
Fc1cccc(CSc2nnc3ccc(-c4ccncc4)nn23)c1	4	4	-6	-10	4	1	-15	5	0.3
COCCCNC(=O)C(=O)NC1CCCCCC1	-13	-4	-12	1	1	0	25	11	0.0
CCOCC(=O)Nc1cc([N+](=O)[O-])ccc1OC	-7	-8	6	4	11	-5	23	15	-0.1
Cc1nn(Cc2ccc(Cl)c(Cl)c2)c(C)c1NC(=O)c1cc(C2CC2)on1	-3	1	2	-2	-2	-6	6	-8	3.5
Nc1nnc(SCC(=O)Nc2cccc3ccccc23)s1	-6	-1	-17	2	1	-2	-5	6	0.5
Cc1ccc(S(=O)(=O)Nc2cc(C(F)(F)F)ccc2N2CCOCC2)cc1C	-4	-11	5	-22	0	-7	14	9	-0.2
CC(C)c1nc(C(=O)N2CCCC(N3CCN(c4cccc(Cl)c4)CC3)C2)cs1 (stereo not given)	-11	-7	-28	-22	2	-4	-12	6	1.7
COc1cc(C(C(=O)NC2CCCC2)N(Cc2ccccc2)C(=O)c2snc(C(N)=O)c2N)ccc1O (stereo not given)	-11	0	23	0	9	-2	2	1	4.7
c1ccc(CCn2nnnc2CN2CCCc3ccccc32)cc1	-4	-5	-7	-12	0	-6	6	-7	0.2
O=C(/C=C/c1cccc([N+](=O)[O-])c1)OCC(=O)N1CCOCC1	-5	-10	-19	-7	-1	-3	10	12	-0.1
COc1ccccc1N(CC(O)COc1ccccc1C)S(=O)(=O)c1ccccc1 (stereo not given)	-5	-2	-10	-25	0	-4	12	4	-0.2
O=C(CSc1n[nH]c(-c2ccccc2)n1)Nc1ccccc1O	3	-8	-11	3	10	5	6	16	6.2
C=C(C)CN(Cc1ccccc1)C(=S)Nc1ccccc1	-15	-6	-3	-10	-2	-4	17	2	6.2
COCCNc1nc(NCc2cnc(C)cn2)c2sccc2n1	-9	-12	-9	.	1	-6	18	4	1.2
Cc1c(N/N=C(\C#N)C(=O)c2ccc(Cl)cc2)c(=O)n(-c2ccccc2)n1C	8	-6	9	-8	13	10	14	7	9.5
O=C1NCN(c2ccccc2)C12CCN(c1nnnn1-c1ccccc1)CC2	4	-20	14	-17	17	0	7	9	2.1
C[C@@H]1CN([C@@H](C)CO)C(=O)CCCn2nncc2CO[C@@H]1CN(C)S(C)(=O)=O	-5	-5	0	.	1	-3	12	5	0.9
O=C(CN1CCN(C2CCCCC2)CC1)Nc1ccccc1N1CCCCC1	-19	-24	-8	-12	8	-6	8	-2	-0.6
CC(=O)NC(Cc1ccccc1C)C(=O)NC1CCN(C(=O)c2ccc(C)cc2)CC1 (stereo not given)	-12	-5	12	-10	3	-4	13	6	0.0

# Next section, overlapping the part above by two compounds.
canonical_smiles	CHO-K1 Ca antag	CHRM1 antagonist	TAAR1 antag	CHO parental Ca	TAAR1 agonist	M1 ag	M1 PAM parental	M1 PAM	CHO-K1 Ca ag
O=C(CN1CCN(C2CCCCC2)CC1)Nc1ccccc1N1CCCCC1	-19	-24	-8	-12	8	-6	8	-2	-0.6
CC(=O)NC(Cc1ccccc1C)C(=O)NC1CCN(C(=O)c2ccc(C)cc2)CC1 (stereo not given)	-12	-5	12	-10	3	-4	13	6	0.0
CCCCC(=O)NC(c1ccccc1OC)c1ccc2cccnc2c1O (stereo not given)	-24	-41	-29	-17	-2	-2	27	12	0.6
COc1ccccc1N=NNc1ccccc1OC	-9	14	3	.	-2	-5	16	-9	-0.2
CSc1ccc(C#N)cc1NC(=O)c1cccnc1Cl	-7	-12	7	-6	-1	-5	-4	16	0.2
O=C(NCCSc1ccccn1)c1ccc(Cl)cc1Cl	-8	3	-19	-9	0	-6	13	1	0.0
O=C(CSCc1ccccc1Cl)NCCSc1ccccn1	-23	-15	-5	-12	5	-4	32	11	1.4
CCOc1ccccc1-c1nnc(SCC(=O)NC2(C#N)CCCC2)o1	-17	2	13	-16	-2	-3	12	-2	1.1
COc1cc(/C=C2/SC(=NCc3ccccc3)N(Cc3ccccc3)C2=O)ccc1O	-10	-17	-4	-16	8	0	3	12	0.2
CC(=O)OCCN(CCCn1c(-c2ccncc2)nc2ccccc21)c1nc(CN2CCCCC2)cs1	-7	-2	-2	6	4	-10	11	-7	-0.1
Cc1ccc(NC(=O)C2CCN(C(=O)c3cccs3)CC2)c(C)c1	-8	-10	-4	-8	3	-5	6	6	0.5
COCC#Cc1ccc2c(c1)O[C@@H](CN(C)C(=O)Nc1ccc(OC)cc1)[C@H](C)CN([C@H](C)CO)S2(=O)=O	-6	-9	10	.	1	-1	15	5	0.1
O=C(CNC(=O)[C@@H]1Cc2ccccc2CN1)NC1CCCCC1	-10	6	-1	-4	0	-4	-9	-1	0.7
COc1ccc(OC)c(S(=O)(=O)N(C)CC(=O)Nc2ccc3c(c2)OCCO3)c1	-9	7	5	-9	8	-1	6	-5	4.6

# Some of these compounds in order of formula weight, falling.
canonical_smiles	CHO-K1 Ca antag	CHRM1 antagonist	TAAR1 antag	CHO parental Ca	TAAR1 agonist	M1 ag	M1 PAM parental	M1 PAM	CHO-K1 Ca ag
CC(=O)OCCN(CCCn1c(-c2ccncc2)nc2ccccc21)c1nc(CN2CCCCC2)cs1	-7	-2	-2	6	4	-10	11	-7	-0.1
CCCCNC(=O)CS(=O)Cc1nc(-c2cccc(C)c2)oc1C (stereo not given)	-3	-9	-1	-17	0	-4	7	0	-0.2
COc1ccc(CCNC(=O)c2ccc3c(c2)OCO3)cc1	-9	-7	-9	-7	1	2	5	11	2.6
